JMJD2A Tudor inh – qHTS Assay for Inhibitors of JMJD2A-Tudor Domain | AlphaScreen JMJD2A-Tudor / H3K4me3 peptide binding | Potency, µM (titrated, usually from 114 µM), inactives show at the highest dose activity change, negative = inhibition, most hits filed as inhibitors | 390,000 tested, 4.4% active | AID 504339, 2011; further: potency means the concentration at half of the fitted maximal effect; on the % scale 0 is the no-effect control and ±100 the full control effect; nearly all actives have a fitted effect of over 50% in size
G9a inh – qHTS Assay for Inhibitors of Histone Lysine Methyltransferase G9a. Histone-lysine N-methyltransferase EHMT2 (Homo sapiens), Q96KQ7. 350,000 tested, 8.8% active. Potency, µM (titrated, usually from 102 µM), for inactives: at the highest dose activity, negative = inhibition, most hits filed as inhibitors. G9a H3K9 monomethylation, AlphaScreen, 2 h; further: potency means the concentration at half of the fitted maximal effect; on the % scale 0 is the no-effect control and ±100 the full control effect; nearly all actives have a fitted effect of over 75% in size
Target sequence (Q96KQ7 913-1193 limits assumed): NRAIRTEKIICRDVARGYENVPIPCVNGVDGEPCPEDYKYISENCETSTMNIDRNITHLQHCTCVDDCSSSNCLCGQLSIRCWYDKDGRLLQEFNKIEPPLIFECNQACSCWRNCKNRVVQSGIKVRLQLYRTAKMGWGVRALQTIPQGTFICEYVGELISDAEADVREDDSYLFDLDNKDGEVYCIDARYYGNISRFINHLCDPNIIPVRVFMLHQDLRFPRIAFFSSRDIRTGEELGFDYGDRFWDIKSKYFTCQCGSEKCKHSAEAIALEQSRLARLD
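Quantitative HTS format: methyltransferase activity on a biotin-tagged H3K9 peptide is measured by AlphaScreen, using a rabbit anti-monomethyl-H3K9 antibody with streptavidin donor and anti-IgG acceptor beads. Final levels are 20 nM enzyme, 500 nM peptide, 20 uM SAM; 2 h RT.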
PGK inhibitor – qHTS Assay to Find Inhibitors of Phosphoglycerate Kinase; Phosphoglycerate kinase, glycosomal (Trypanosoma brucei brucei), P07378; PGK/GAPDH coupled, Kinase-Glo luminescence, 60 min; Potency, µM (top dose mostly 57.5 µM), for the others: at the highest dose activity change, negative = inhibition, hits mostly inhibitors; 380,000 tested, 0.043% active; further: potency means the concentration at half of the fitted maximal effect; on the % scale 0 is the no-effect control and ±100 the full control effect; nearly all actives have a fitted effect of over 60% in size
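Luminescent ATP detection (Kinase-Glo Plus) follows a 60-minute room-temperature incubation, with wells lacking PGK as controls. Buffer: 100 mM TEA (pH 7.6), 5 mM MgCl2, 0.01% Tween-20. Coupling enzyme GAPDH (100 nM final) supplies unstable 1,3-BPG in-well.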
HP1b binding inh – HTS for Inhibitors of HP1-beta Chromodomain Interactions with Methylated Histone Tails; Chromobox protein homolog 1 (Homo sapiens), P83916; AlphaScreen HP1-beta / biotin-H3K9me3 peptide binding; Potency, µM (series often up to 114 µM), for inactives: at the highest dose activity change, negative = inhibition, most hits filed as inhibitors; 390,000 tested, 0.56% active; further: potency means the concentration at half of the fitted maximal effect; nearly all actives have a fitted effect of over 70% in size; inactives centre near 23
Target sequence (P83916 whole entry, looked up): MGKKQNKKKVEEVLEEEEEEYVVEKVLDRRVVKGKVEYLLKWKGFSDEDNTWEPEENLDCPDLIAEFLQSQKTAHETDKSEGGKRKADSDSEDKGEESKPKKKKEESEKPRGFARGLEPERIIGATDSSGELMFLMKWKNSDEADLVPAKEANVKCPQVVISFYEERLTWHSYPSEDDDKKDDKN
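Compound inhibition of the preformed complex between 50 nM HP1-beta and 50 nM biotinylated H3K9me3 peptide was read by AlphaScreen. Buffer was PBS pH 7.4 with 0.01% Tween-20. Incubations ran 30 min at room temperature, with 10 ug/mL donor/acceptor beads.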
ERG-DNA inh – qHTS for Small Molecule Inhibitors of the ERG Ets/DNA interaction. Transcriptional regulator ERG (Homo sapiens), P11308. fluorescence polarization, His-ERG Ets domain / labelled DNA. Potency, µM (highest dose often 76.9 µM), for the others: top-dose FP activity, negative = inhibition, actives largely listed as inhibitors. 370,000 tested, 0.028% active. AID 624246, 2012; active means well fitted inhibition curve with a large enough effect in the polarisation, with a control signal flat; inconclusive means small, poorly fitted or top-dose-only effect, or effect the other way, or a change in a side signal; inactive means no such curve, though single readings can be large or run the other way; the % refers to the polarisation;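 further: polarization taken with two DNA probes labelled with fluorescein and Texas red; potency means the concentration at half of the fitted maximal effect; % of control where 0% means no effect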
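His-tagged ERG Ets domain (1 uM in the protein solution; 300mM KCl, 50mM Tris-HCl, 1mM EDTA, 1mM DTT, pH 7.5) received compound, then a probe mix of 5 nM fluorescein-DNA and 100nM Texas-615-DNA. Fluorescence polarization was read for both dyes.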
PI4K2A inh – qHTS for small molecular inhibitors of PI4K2A; Phosphatidylinositol 4-kinase type 2-alpha (Homo sapiens), Q9BTU6; purified PI4K2A, ADP-Glo luminescence, 1 h; stronger effect = lower value; activity change, negative = inhibition, % at 76.9 µM; 420,000 tested, 0.13% active; in the data active means activity change below about -50%; inconclusive means mostly about -30% to -49%;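 further: -100% = wells without enzyme as full effect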
Target sequence (Q9BTU6 whole entry, looked up): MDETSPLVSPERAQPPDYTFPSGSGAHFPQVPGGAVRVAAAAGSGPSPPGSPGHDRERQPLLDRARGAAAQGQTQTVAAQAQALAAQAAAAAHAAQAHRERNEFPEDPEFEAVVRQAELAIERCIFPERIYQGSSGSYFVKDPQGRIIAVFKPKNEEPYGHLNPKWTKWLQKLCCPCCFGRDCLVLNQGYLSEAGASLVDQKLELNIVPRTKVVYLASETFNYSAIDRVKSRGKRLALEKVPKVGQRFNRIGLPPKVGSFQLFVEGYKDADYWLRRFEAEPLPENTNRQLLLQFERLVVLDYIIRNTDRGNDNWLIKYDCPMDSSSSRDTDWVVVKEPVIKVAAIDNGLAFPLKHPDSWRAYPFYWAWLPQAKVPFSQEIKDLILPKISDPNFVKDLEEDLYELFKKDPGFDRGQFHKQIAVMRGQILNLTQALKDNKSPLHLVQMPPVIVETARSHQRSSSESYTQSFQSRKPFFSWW
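In this quantitative HTS, ADP production by PI4K2A was quantified luminescently after 1 h at ambient temperature; 100 microM adenosine served as plate-quality control.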
Pin1 inhibitor – qHTS Assay to Find Inhibitors of Pin1 | Peptidyl-prolyl cis-trans isomerase NIMA-interacting 1 (Homo sapiens), Q13526 | Pin1 FP peptide displacement, HiFluor488, 10 min | Potency, µM (highest dose often 115 µM), for the others: at the highest dose activity, negative = inhibition, most hits filed as inhibitors | 390,000 tested, 0.009% active; active means well fitted inhibition curve with a large enough effect in the polarisation, with a control signal flat, not every such curve was filed as active; inconclusive means small, poorly fitted or top-dose-only effect, or effect the other way, or a change in a side signal; inactive means no such curve, though single readings can be large or run the other way; the % refers to the polarisation; further: potency means the concentration at half of the fitted maximal effect; on the % scale 0 is the no-effect control and ±100 the full control effect
BAZ2B inh – qHTS Assay for Inhibitors of BAZ2B. Bromodomain adjacent to zinc finger domain protein 2B (Homo sapiens), Q9UIF8. AlphaScreen BAZ2B-H3K14Ac peptide displacement. Potency, µM (top dose mostly 114 µM), for inactives: top-dose activity change, negative = inhibition, usual class: inhibitors. 360,000 tested, 4.4% active; further: potency means the concentration at half of the fitted maximal effect; on the % scale 0 is the no-effect control and ±100 the full control effect; nearly all actives have a fitted effect of over 60% in size
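BAZ2B (50 nM) with biotin-H3(5-23)K14Ac peptide (50 nM) in PBS pH 7.4, 0.01% Tween-20, preformed 30 min, then compound 30 min at room temperature; top concentration 110uM. AlphaScreen streptavidin donor/nickel chelate acceptor beads (10 ug/mL final), 20 min dark, signal read.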
GLS inh – qHTS for Inhibitors of Glutaminase (GLS); GLS enzymatic activity, qHTS titration; 410,000 tested, 0.21% active; Potency, µM (top dose mostly 45.5 µM), for the others: at the highest dose activity change, negative = inhibition, hits mostly inhibitors; Glutaminase kidney isoform, mitochondrial (Homo sapiens), O94925; further: potency means the concentration at half of the fitted maximal effect; on the % scale 0 is the no-effect control and ±100 the full control effect
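Compounds were pin-transferred onto hKGA, after which L-glutamine (1 mM solution) and a detection mix of glutamate oxidase, HRP and Amplex Red were added. Initial and 30 min RT fluorescence reads were collected.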
* = called active by the depositor; i = inactive; ? = inconclusive; · = not tested or not shown; [ ] = dose if it differs, or a comment. Unless noted, the call rests on the fitted dose curve; in most records, active means well fitted curve in the direction sought with a large enough effect; inconclusive means small, poorly fitted or top-dose-only effect, or another doubt; inactive means no such curve, though single readings can be large; an effect the other way counts as inactive or inconclusive. Random draw from the library. Share with any hit: about 11%.

SMILES | JMJD2A Tudor inh | G9a inh | PGK inhibitor | HP1b binding inh | ERG-DNA inh | PI4K2A inh | Pin1 inhibitor | BAZ2B inh | GLS inh
CCCN1C2CCCC1CC(NC(=O)c1ccc(C(C)(C)C)cc1)C2 (centres undefined) | -12% | 11% | -4% | 37% | 6% | -4 | -10% | -15% | -1%
CCc1ccc(/C=C2/C(=O)N(C)C(=S)N2CC(=O)OC)s1 | -20% | 35µM* | i | 21% | 6% | 0 | ? | -22% | 3%
COc1cc(/C=C(\C#N)c2nc3ccccc3[nH]2)ccc1OC(=O)c1ccco1 | -36% | 3%[59 µM] | -3% | 29% | -2% | 3 | ? | -7% | 0%
COc1ccc(C(C)=O)cc1CSCCC#N | -11% | 10% | -4% | 22% | -1% | 9 | 1% | -2% | 11%
O=S(=O)(c1cccc(Cl)c1)c1nnn2c1nc(NCc1ccc3c(c1)OCO3)c1sccc12 | -28% | -20%[59 µM] | -8% | -19% | -6% | -1 | 9% | -33% | 0%
CNC(=O)c1ccsc1NC(=O)CCS(=O)(=O)c1ccc(C)cc1 | -9% | 1%[0.501 µM] | -6% | 6% | -5% | -2 | -4% | 26% | 12%
Cc1cc2ncc(-c3ccccc3)nc2cc1C | 16% | 7% | · | 84%[activator] | -3% | -8 | -2% | 17% | -1%
COC(=O)CCN(C(=O)c1cc([N+](=O)[O-])cc([N+](=O)[O-])c1)c1ccccn1 | 6% | ? | -9% | 44%[activator] | 8% | 3 | -1% | 0% | -3%
COc1cc(OC)cc(-c2nnc(NC(=O)Cc3ccc(F)cc3)o2)c1 | -13% | 59%[activator] | -8% | 42%[activator] | 6% | -5 | -7% | 2% | 0%
c1c2c(cc3sc(N4CCOCC4)nc13)OCCO2 | -18% | ? | ? | 15% | -6% | -51* | 0% | 4% | 2%
O=C(CN1CCN(c2ccc(F)cc2)CC1)N1CCC(Cc2ccccc2)CC1 | 11µM* | ? | 3% | ? | · | -1 | -2% | 35µM* | 55%[activator]
O=C(NCc1ccco1)/C(=C/c1ccc([N+](=O)[O-])cc1)NC(=O)c1ccco1 | 1% | 20% | 7% | 8% | -3% | 1 | -1% | -15% | 10%
Cn1nnnc1SCCCNCc1ccccc1OCc1ccccc1F | -21% | -4%[59 µM] | -6% | 26% | 1% | 2 | -7% | -3% | -4%
O=C(NC(=S)Nn1cnnc1)c1ccccc1Cl | -21% | 14µM* | -4% | -23% | -14% | -3 | 4% | ? | 1%
Cc1ccc(C(=O)Nc2ccc(C(=O)OCc3cc(=O)n4ccsc4n3)cc2)cc1 | 1% | 0%[12.7 µM] | -6% | 62%[activator] | -2% | -1 | 49%[activator] | 5% | -14%
CN(Cc1ccccc1)S(=O)(=O)c1ccc(Cl)c(C(=O)NCc2cccnc2)c1 | -5% | 9% | 4% | 23% | -1% | -4 | 1% | -13% | 5%
COc1ccc(N2CCN(C3CCCN(Cc4cccc(OC)c4)C3)CC2)cc1 (centres undefined) | -33% | ? | 5% | -8% | -3% | -4 | -6% | -35% | -4%
COC(C(=O)Nc1cccc([N+](=O)[O-])c1)c1ccccc1 (centres undefined) | 4% | · | -3% | 10% | 2% | -6 | -2% | -10% | 3%
COc1ccc(N(CC(=O)NCC2CCCO2)S(=O)(=O)c2ccccc2)cc1OC (centres undefined) | -4% | 7% | i | 24% | -3% | -4 | 0% | 0% | 2%
CC(=O)OCc1nc2sc3c(c2c(=O)[nH]1)CCCC3 | -24% | -1%[59 µM] | -3% | 69%[activator] | -6% | 1 | -1% | 3% | 1%
COc1ccc(COCCN2CCN(S(=O)(=O)c3ccc(C)cc3)CCC2=O)cc1 | -13% | 19%[59 µM] | -7% | 35%[activator] | 12% | 4 | 3% | -7% | 0%
COc1cccc(Nc2nc(CN3CCOCC3)nc3sc4c(c23)CCCC4)c1 | ? | -6%[59 µM] | 7% | -4% | -7% | -1 | 3% | ? | 14%
COc1ccc(-c2oc3ccc(-c4cc(OC)c(OC)c(OC)c4)cc3c2C#Cc2ccccn2)cc1 | 31% | · | 3% | 83%[activator] | -8% | 1 | 1% | · | 3%
O=C(CSc1n[nH]c(-c2ccncc2)n1)Nc1ccc(Br)cc1 | -18% | -1% | i | 39%[activator] | -17% | -1 | -4% | -20% | -2%
Cc1ccc(C)c(CN2C(=O)c3ccccc3S(=O)(=O)c3ccc(C(=O)Nc4ccccc4C(F)(F)F)cc32)c1 | -16% | -40%[59 µM] | 9% | 26% | 0% | 2 | 5% | -21% | -9%
O=C(Nc1nc(-c2cc3ccccc3oc2=O)cs1)c1ccc(Br)o1 | -35% | 7% | -12% | -1% | 12% | 3 | ? | -6% | -1%
CCOCCCNC(=O)CCn1nc(-c2ccc(Cl)cc2)ccc1=O | 2% | 19% | -10% | 32% | 4% | -2 | 0% | 7% | 5%
CN(C)S(=O)(=O)c1ccc(C(=O)NCC(=O)N/N=C/c2cccs2)cc1 | -2% | 8% | -9% | 18% | 7% | -4 | 1% | -6% | 1%
COCC(=O)/C=C1\Sc2ccccc2N1C | -16% | -21%[59 µM] | -6% | 31% | · | -1 | 1% | 9% | 2%
CCC(=O)Nc1ccc(NC(=O)c2ccco2)c(OC)c1 | 5%[11.4 µM] | 8%[12.7 µM] | 5% | 40%[activator] | -5% | 0 | -2% | 6% | -7%
CC(C)c1ccc(NC(=O)C(=O)c2cn(CC(=O)N3CCCCC3)c3ccccc23)cc1 | -26% | 12%[59 µM] | -1% | 9% | · | 5 | 2% | -32% | 4%
Cc1c(C(=O)Nc2cc(F)ccc2F)sc2nc3n(c(=O)c12)CCCCC3 | -5% | · | 8% | 27% | 6% | 0 | 2% | -15% | 4%
COC(=O)C1CCN(c2csc3ccc(C)cc3c2=O)CC1 | -29% | -6%[59 µM] | 6% | 21%[57 µM] | 4% | 1 | 3% | -15% | 17%
CN(C(=O)C1CCOC1)c1nnc(-c2cnccn2)s1 (centres undefined) | -11% | 1% | i | 71%[activator] | -12% | 0 | 1% | 6% | 3%
CCNC(=O)N(C)c1nncnc1C(=O)NC | ? | 7%[12.7 µM] | -7% | 13% | 4% | -2 | 0% | 4% | -9%
COc1ccc(C(=O)N2CCCC(Nc3ccc(F)c(F)c3)C2)c(OC)n1 (centres undefined) | -24% | 5% | -2% | 6% | -2% | 0 | -3% | -19% | 22%
O=C(NN1C(=O)C2C(c3ccccc3)C=CC(c3ccccc3)C2C1=O)c1ccncc1 (centres undefined) | 3% | 11% | 6% | 34% | -9% | -5 | 0% | 1% | 4%
Cc1nc(CSc2ccc(Cl)cc2)cc(N2CC(C)OC(C)C2)n1 (centres undefined) | 7% | 6% | 8% | 42%[activator] | 0% | -1 | 3% | 0% | 1%
CC(C)[C@H](NC(=O)N1CCn2c1nc1ccccc12)C(=O)NCC1CCCO1 (some centres undefined) | -5% | -14% | 1% | 31% | -4% | -1 | 2% | -18% | 8%
CCOc1ccccc1NC(=O)CCNS(=O)(=O)c1cccc2nsnc12 | -15% | 4% | -5% | 56%[activator] | -5% | -5 | 3% | -1% | -10%
COc1ccc(CCn2c(N)c(C(=O)NCc3ccco3)c3nc4ccccc4nc32)cc1 | 13% | 20% | 3% | 86%[activator] | 0% | -9 | 22% | 6% | 11%
CCN(CC)c1ccc(-c2n[nH]c(=S)n2-c2ccccc2C)cc1 | -27% | ? | 0% | 0% | -4% | 1 | 17% | ? | -27%
Cc1ccc2sc(NC(=O)CN3C(=O)CCC3=O)nc2c1C | -11% | -30% | -3% | 20% | 15% | -2 | 3% | 7% | 2%
CC1CC(C)CN(C(=O)CN2C(=O)NC3(CCCCCC3)C2=O)C1 (centres undefined) | -1% | · | -7% | 25%[57 µM] | -6% | -7 | -1% | · | 5%
O=C(/C=C/c1c(F)cccc1Cl)NCCCN1CCOCC1 | -11% | · | 5% | 23% | 2% | -1 | 0% | -8% | 1%
COc1ccc(C(=O)NCc2cnn(C)c2)cc1OC1CCN(C(C)C)CC1 | -4% | 19% | 9% | 50%[activator] | -4% | 4 | -4% | 6% | 1%
CCCCn1c(N)c(N(CC(C)C)C(=O)c2ccc3c(c2)NC(=O)C(C)S3)c(=O)[nH]c1=O (centres undefined) | 1% | 23% | -6% | 22% | -15% | 3 | -1% | -9% | -10%
CN1CCN(C(c2ccc(F)cc2)c2sc3nc(-c4ccco4)nn3c2O)CC1 (centres undefined) | 7% | -5%[59 µM] | -4% | 39% | 3% | 26 | -3% | -5% | -5%
O=C1C(=O)N(Cc2cccnc2)C(c2cccc(F)c2)/C1=C(/O)c1ccc2c(c1)OCO2 (centres undefined) | -8% | ? | 2% | 42%[activator] | 2% | 3 | -9% | 3% | 13%
COc1ccc(/C=C/C(=O)NCC(=O)N/N=C(\C)Cc2ccccc2)cc1 | 0% | 8% | i | 22% | -4% | -2 | 0% | 1% | -9%

Source: PubChem BioAssay
